High-throughput results: PubChem, The Scripps Research Institute Molecular Screening Center
ASAP1 inh: blocks human ASAP1-stimulated Arf1 GTP hydrolysis | GDP FP detection | 360,000 compounds, 0.19% hits | inhibition, % at 16.5 µM | Q9ULH1; in the data active = inhibition above about 25%;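 also: 0% = vehicle with enzyme and substrate and 100% = no enzyme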
Target sequence (Q9ULH1 325-724 limits assumed): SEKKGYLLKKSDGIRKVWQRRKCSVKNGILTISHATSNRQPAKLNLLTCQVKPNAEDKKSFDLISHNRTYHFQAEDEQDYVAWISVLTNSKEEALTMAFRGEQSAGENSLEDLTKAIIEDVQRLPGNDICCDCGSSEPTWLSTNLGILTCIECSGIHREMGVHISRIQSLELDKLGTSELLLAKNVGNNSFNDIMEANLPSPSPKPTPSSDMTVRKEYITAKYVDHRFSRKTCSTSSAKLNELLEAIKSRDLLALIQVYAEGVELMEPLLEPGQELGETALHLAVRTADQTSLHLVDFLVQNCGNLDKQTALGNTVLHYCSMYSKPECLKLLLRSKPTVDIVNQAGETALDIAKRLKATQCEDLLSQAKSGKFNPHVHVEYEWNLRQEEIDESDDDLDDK
DDE Tn6 FP inh: disrupts Tn6 cyclic peptide binding to fibrin D-Dimer-E complex | 370,000 compounds, 0.21% hits | Fibrin DD(E) TRITC-Tn6 fluorescence polarization displacement | P02675 | AID 720509 | inhibition, % at 8.3 µM;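 active = inhibition above a per-campaign cutoff: mean of compounds within control limits plus 3 SD, cut at about 15% in these data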;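 also: 0% = median of all compound wells on the plate and 100% = blocking peptide control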
TDP2 inh: blocks human TDP2 phosphodiesterase activity; O95551; recombinant TDP2, T5PNP hydrolysis, p-nitrophenol absorbance 415 nm; inhibition, % at 12.8 µM; 370,000 compounds, 0.34% hits; AID 720702;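 active = inhibition above the mean of all tested compounds plus 3 SD, set per campaign, cut at about 25% in these data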;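 also: 0% = DMSO with enzyme and 100% = buffer with substrate but no TDP2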
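System – recombinant human TDP2 · Quantity – TDP2 enzyme at 120 nM final · Doses – single concentration, 12.8 µM nominal, with 1% DMSO · Incubation – 2 h at 37 °C · Measured by – epi absorbance of p-nitrophenol freed from T5PNP by hydrolysis · Read-out – % inhibition relative to enzyme-containing and enzyme-free wells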
ARFGAP1 inhibitor: inhibits rat ARF GTPase activating protein 1. Arfgap1-stimulated ARF1 GTP hydrolysis, GDP FP detection. inhibition, % at 16.5 µM. 360,000 compounds, 0.26% hits;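 active = inhibition above a per-plate limit, mean inhibition of low control wells plus 3 SD, cut at about 25% in these data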;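 also: 0% = DMSO wells with enzyme and 100% = wells lacking Arfgap1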
Target sequence (Q62848 1-136 limits assumed): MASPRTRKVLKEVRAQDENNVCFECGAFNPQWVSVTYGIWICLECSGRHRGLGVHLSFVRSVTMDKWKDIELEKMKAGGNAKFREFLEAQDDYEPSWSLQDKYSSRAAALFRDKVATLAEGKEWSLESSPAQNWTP
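Replicates: Single well per compound | Assay system: Truncated rat Arfgap1 GAP domain | Control set: No-Arfgap1 wells (100%) versus DMSO full-reaction wells (0%) | Times: Enzyme reaction 120 min at 25 °C after 20 min preincubation | Reagent: Human ARF1(Δ1-17)-GTP substrate | Measured by: Tracer-displacement fluorescence polarization with EDTA stop, 620/688 nm | Measure: Percent inhibition of Arfgap1-stimulated GTP hydrolysis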
PLC-gamma1 inh: blocks human PLC-gamma1 enzyme activity. P19174. purified PLC-gamma1, fluorogenic substrate, fluorescence. inhibition, % at 12.2 µM. 370,000 compounds, 0.84% hits. AID 720700; in the data active = inhibition above about 9.5%
Tn7 DDE FP: DD(E)-Tn7 binding inhibition, primary FP screen; 370,000 compounds, 0.13% hits; P02675; FP displacement of FITC-Tn7 peptide from fibrin DD(E); 0% = median of compound wells per plate; inhibition, % at 8.3 µM;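 active = inhibition above the mean of compounds falling within the control limits plus 3 SD of them, cut at about 14% in these data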;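 also: 0% = plate median of compound wells and 100% = 10 µM Aha-Tn7 peptide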
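Assay system: Fibrin-DD(E) protein isolated from polymerized human fibrin clots; read-out basis: percent inhibition; medium: Tris/NaCl/CaCl2 buffer, pH 7.8; signal: FP measurement; incubation: 10 min plus 3 h, room temperature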
proKLK7 act: proKLK7 (human) activation, primary screen; P49862; purified proKLK7, EDANS-DABCYL substrate fluorescence; 100% is mature enzyme control, 0% vehicle; activation, % at 7 µM; 370,000 compounds, 0.9% hits;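 active = activation above the mean of all tested compounds plus 3 SD, computed per campaign excluding outliers beyond control limits, cut at about 13% in these data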
Target sequence (P49862 whole entry, looked up): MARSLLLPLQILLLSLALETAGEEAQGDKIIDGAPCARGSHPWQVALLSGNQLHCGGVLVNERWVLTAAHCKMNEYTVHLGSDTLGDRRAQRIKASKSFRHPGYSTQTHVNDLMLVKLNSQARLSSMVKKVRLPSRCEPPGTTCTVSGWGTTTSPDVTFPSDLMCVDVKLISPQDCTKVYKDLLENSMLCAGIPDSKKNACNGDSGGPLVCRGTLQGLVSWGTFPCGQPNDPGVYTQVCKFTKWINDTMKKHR
ADAM17 inh: ADAM17 inhibition, QFRET primary screen. recombinant ADAM17, EDANS/DABCYL FRET peptide cleavage. inhibition, % at 6.95 µM. 370,000 compounds, 0.83% hits. AID 720648;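 active = inhibition above the mean of compounds lying between control limits plus 3 SD, set per campaign, cut at about 8.5% in these data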;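 also: 0% = DMSO-only wells as the low control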
ADAM10 inh: ADAM10 inhibition, QFRET primary screen | recombinant ADAM10, EDANS/DABCYL FRET peptide cleavage, 3 h | AID 720582 | inhibition, % at 7 µM | O14672 | 370,000 compounds, 0.62% hits;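 active = inhibition above a per-campaign cutoff equal to the mean of compounds falling between control-based bounds plus 3 SD, cut at about 20% in these data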;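 also: 0% = DMSO wells while the 100% control is not disclosed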
LEDGF integ inh: blocks HIV-1 LEDGF/p75-dependent DNA integration | TR-FRET IN-LEDGF/p75 DNA integration, Eu/Cy5 | inhibition, % at 3.7 µM | 370,000 compounds, 0.64% hits | AID 743269;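 active = inhibition above the screen-wide mean plus 3 SD, cut at about 13% in these data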;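 also: signal is the Cy5 over europium emission ratio at 671 and 618 nm; 0% = plate median of compound wells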
An asterisk follows results filed as active; i = inactive.

SMILES	ASAP1 inh	DDE Tn6 FP inh	TDP2 inh	ARFGAP1 inhibitor	PLC-gamma1 inh	Tn7 DDE FP	proKLK7 act	ADAM17 inh	ADAM10 inh	LEDGF integ inh
NS(=O)(=O)c1ccc(CCNC(=S)NC2CCCCC2)cc1	4	-3	18	-11	1	-1	-0.1	2	3	4
CC(=O)C1=C(O)C(=O)N(CCc2c[nH]c3ccccc23)C1c1cccc(O)c1 (configuration not stated)	-4	7	6	-3	1	-2	0.4	3	1	-1
O=C(OCCN1CCCCC1)c1ccc(Cl)cc1	1	4	3	-4	5	4	-0.4	-4	0	1
COc1ccccc1N1CCN(S(=O)(=O)c2c(C)sc3ncn(CC(=O)NCCN(C)C)c(=O)c23)CC1	-2	6	5	-14	-2	6	-0.6	-4	-2	-3
Cc1ccc(NC(=O)COc2cccc(/C=C3\SC(=S)N(CCC(=O)O)C3=O)c2)cc1Cl	16	-2	-2	3	-1	2	0.4	-6	-8	-3
CCc1nc(C)cn1S(=O)(=O)c1cc(F)ccc1OC	11	10	9	4	-1	-1	0.3	-4	-6	-1
C/[N+]([O-])=C\CC(=O)c1ccc(-c2ccccc2)cc1	5	-5	8	19	1	1	-0.4	1	5	0
Cc1sc2nc(C(C)C)nc(SCC(=O)N3CCOCC3)c2c1C	9	-1	6	-9	1	2	-0.4	-3	-2	3
CC(=O)Nc1ccc(S(=O)(=O)N2CCN(c3ccc([N+](=O)[O-])c(NCCN4CCOCC4)c3)CC2)cc1	-11	-5	-11	8	2	0	0.1	2	8	-1
Cc1cccc(N=C2SC(C)CN2C(=O)CN2C(=O)NC3(CCCC3)C2=O)c1 (configuration not stated)	-12	5	6	5	5	1	0.0	-2	-6	-4
Oc1ccccc1Nc1ncnc2c1oc1ccccc12	-2	8	-3	1	-47	4	-0.6	-2	1	2
COc1ccc(NC(=O)CSc2nnc3n2CCCCC3)cc1OC	7	2	2	-9	-1	4	0.9	0	4	1
Cn1c(=O)c2cc(NC(=O)CCc3ccccc3)ccc2n1-c1ccccc1F	9	-1	7	4	-260	1	8.7	-341	i	1
CC1(C2CCCC2)NC(=O)NC1=O (configuration not stated)	-16	5	7	-3	2	3	0.1	-6	-10	4
CCc1noc(C)c1C(=O)Nc1nnc(CC(C)C)s1	-4	5	1	12	-1	1	0.3	-2	1	2
COc1cc(NC(=S)NCc2cccnc2)cc(OC)c1	0	0	3	2	-2	4	0.2	-2	4	-2
CCC(C)NC(=O)c1ccccc1SC (configuration not stated)	1	-2	-2	9	-1	-5	0.2	-5	-7	-2
Cc1ccccc1CNS(=O)(=O)c1c(C(=O)N2CCCC2)c(C)n(C)c1C	-19	-9	-1	10	3	-2	0.2	2	4	3
CCOC(=O)Nc1ccc(N2CCOCC2)c(S(=O)(=O)Nc2ccc(Cl)cc2)c1	8	8	-1	12	0	6	-0.5	4	8	-3
COc1ccc(S(=O)(=O)c2c(C)c(NS(=O)(=O)c3ccccc3)cc(C)c2O)cc1	-3	1	-8	15	1	-3	0.9	7	15	6
c1ccc(OCc2noc(CN3CC[C@@H]4CCCC[C@H]4C3)n2)cc1	6	-2	-11	-9	1	-1	0.5	0	1	1
O=C(NCCC1CCCCN1S(=O)(=O)c1ccc(F)cc1)C(=O)Nc1ccccc1F (configuration not stated)	5	4	7	0	5	-2	-0.1	-1	-1	-5
CN(C)c1cccc(C(=O)NCC2CCCO2)c1 (configuration not stated)	-17	-8	-9	-11	-57	-1	1.4	-14	-45	2
CCCCNC(=O)Nc1c(C)cc(SC#N)cc1C	-8	-2	10	-2	2	8	0.7	-2	-3	1
O=C(O)CCN1C(=O)c2ccncc2C1=O	0	-1	-2	-4	3	-3	0.0	-2	-4	0

Molecules shown so far that contain a thiophene ring, fused or not:
SMILES	ASAP1 inh	DDE Tn6 FP inh	TDP2 inh	ARFGAP1 inhibitor	PLC-gamma1 inh	Tn7 DDE FP	proKLK7 act	ADAM17 inh	ADAM10 inh	LEDGF integ inh
COc1ccccc1N1CCN(S(=O)(=O)c2c(C)sc3ncn(CC(=O)NCCN(C)C)c(=O)c23)CC1	-2	6	5	-14	-2	6	-0.6	-4	-2	-3
Cc1sc2nc(C(C)C)nc(SCC(=O)N3CCOCC3)c2c1C	9	-1	6	-9	1	2	-0.4	-3	-2	3

Following part:
SMILES	ASAP1 inh	DDE Tn6 FP inh	TDP2 inh	ARFGAP1 inhibitor	PLC-gamma1 inh	Tn7 DDE FP	proKLK7 act	ADAM17 inh	ADAM10 inh	LEDGF integ inh
COc1ccc(NC(=O)COc2ccc3c(c2)OCO3)cc1	3	1	4	-9	2	3	0.0	-5	3	1
COc1cc2ccccc2cc1C(=O)NC1CCCCC1	14	-1	3	-3	-9	3	0.0	-31	-92	-4
Cc1ccnn1C(C)C(=O)O (configuration not stated)	1	1	8	-6	-1	-3	-0.4	-2	-3	-2
O=C(NC1CC2CCCC(C1)N2C(=O)Nc1ccc(F)cc1)c1ccccc1 (configuration not stated)	-1	-2	0	2	0	1	-0.3	-5	0	1
NC(=S)N/N=C/c1ccc(-c2ccc(Cl)c(Cl)c2)o1	-6	-5	-10	-6	-34	1	-0.4	-25	-77	-1
O=C(CSc1ccccc1)Nc1ccc2c(c1)OCO2	8	8	16	-3	-2	-4	0.3	-2	0	-1
C=C1C(=O)[C@]23C[C@H]1CCC2[C@@]1(C)C(C[C@@H]3O)[C@](C)(C(=O)O)CC[C@@H]1O (some centres not stated)	9	3	0	-1	2	-5	-0.2	-2	-1	0
COc1cccc(C(=O)NCCN2CCN(c3ccccc3)CC2)c1	-5	5	-5	1	1	7	0.1	0	4	-3
O=C(Nc1ccccc1Cl)Nc1ccnn1C1CCN(C(=O)CCN2CCCO2)CC1	-7	-6	6	2	-2	-2	-0.1	0	-6	3
NC(=O)c1cc2cc([N+](=O)[O-])ccc2oc1=O	2	10	-8	-6	-1	9	0.0	-4	-8	0
O=C(O)c1cccc([N+](=O)[O-])c1C(=O)Nc1ccc2ccccc2c1	11	-6	-8	4	-25	2	-5.7	-22	-25	4
CCCCCC(=O)N1C[C@H](O)[C@@H](n2cc(C3CC3)nn2)C[C@@H]1c1ccc(C)cc1	-6	0	-11	-12	5	3	0.5	4	0	5
C=C(C)Cn1c(SCC(=O)NCc2ccco2)nc2sc3c(c2c1=O)CCC3	6	3	-2	7	1	3	0.0	-1	4	1
COc1cc(/C=N/Nc2ccc(Cl)c(C(=O)O)c2)ccc1OC(=O)c1cccs1	-9	-8	-4	4	-9	2	0.0	-7	-3	-3
O=C(NCc1ccc(F)c(F)c1)C1Cc2c(-c3ccc4c(c3)OCO4)ccnc2O1 (configuration not stated)	-9	-1	12	-1	-1	1	-1.6	-9	-19	-2
CC(=O)c1c(NC(=O)c2ccccc2)[nH]c(-c2ccccc2)nc1=S	5	4	-19	1	6	-3	0.5	6	6	3
COc1ccc(N2CCN(C(=O)CCNS(=O)(=O)c3ccccc3)CC2)cc1	1	0	9	-1	5	0	-0.1	-2	-1	-1
COc1ccc(OC)c(NC=C2C(=O)OC3(CCCCC3)OC2=O)c1	12	-1	-11	4	-94	-5	-19	-3	-14	4
CCN1CCN(c2ccc(Nc3ccnc4ccccc34)cc2)CC1	2	2	-3	-16	-19	-4	1.9	-1	-8	-2
Cn1c2ccccc2c2nnc(SCC(=O)Nc3cccc(C(=O)O)c3)nc21	-10	-1	-4	-10	-1	0	-0.4	-1	-2	-6
CC(C)Oc1ccc(S(=O)(=O)N2CCOCC2)cc1NC(=O)CN1C(=O)NC2(CCCC2)C1=O	-4	0	-6	2	3	-3	-0.1	-4	-5	-1
Cc1cc(C)nc(NC(=NCCc2c[nH]c3ccccc23)NC(=O)Nc2ccc(Cl)c(Cl)c2)n1	15	-3	6	5	0	-8	-0.4	-1	-75	0
O=C(CN1CCN(c2ccccn2)CC1)Nc1cc(F)ccc1F	-2	-6	6	-1	4	3	0.3	-2	-1	2
Cc1ccc(C(=O)NCC(=O)Nc2ccc(S(=O)(=O)Nc3cc(C)nc(C)n3)cc2)cc1	20	-4	7	-1	5	0	0.2	-4	-2	0
COc1ccc(N2CCC(CNC(=O)Nc3ccc(C)c(C)c3)C2)cc1 (configuration not stated)	-1	-5	-1	-2	-1	-3	-0.7	1	-4	2
Cc1ccc(NC(=O)c2ccc(Cl)nc2)cc1S(=O)(=O)N1CCOCC1	0	0	3	11	-1	1	-0.3	-2	-3	-1
CCOc1ccccc1Nc1nnc(SCC(=O)Nc2nc(-c3ccc(OC)cc3)cs2)s1	-4	0	-7	1	2	1	0.3	0	6	0

4 entries from above in a different format.
CCOC(=O)Nc1ccc(N2CCOCC2)c(S(=O)(=O)Nc2ccc(Cl)cc2)c1
  ASAP1 inh = 8
  DDE Tn6 FP inh = 8
  TDP2 inh = -1
  ARFGAP1 inhibitor = 12
  PLC-gamma1 inh = 0
  Tn7 DDE FP = 6
  proKLK7 act = -0.5
  ADAM17 inh = 4
  ADAM10 inh = 8
  LEDGF integ inh = -3
COc1ccc(S(=O)(=O)c2c(C)c(NS(=O)(=O)c3ccccc3)cc(C)c2O)cc1
  ASAP1 inh = -3
  DDE Tn6 FP inh = 1
  TDP2 inh = -8
  ARFGAP1 inhibitor = 15
  PLC-gamma1 inh = 1
  Tn7 DDE FP = -3
  proKLK7 act = 0.9
  ADAM17 inh = 7
  ADAM10 inh = 15
  LEDGF integ inh = 6
c1ccc(OCc2noc(CN3CC[C@@H]4CCCC[C@H]4C3)n2)cc1
  ASAP1 inh = 6
  DDE Tn6 FP inh = -2
  TDP2 inh = -11
  ARFGAP1 inhibitor = -9
  PLC-gamma1 inh = 1
  Tn7 DDE FP = -1
  proKLK7 act = 0.5
  ADAM17 inh = 0
  ADAM10 inh = 1
  LEDGF integ inh = 1
O=C(NCCC1CCCCN1S(=O)(=O)c1ccc(F)cc1)C(=O)Nc1ccccc1F (configuration not stated)
  ASAP1 inh = 5
  DDE Tn6 FP inh = 4
  TDP2 inh = 7
  ARFGAP1 inhibitor = 0
  PLC-gamma1 inh = 5
  Tn7 DDE FP = -2
  proKLK7 act = -0.1
  ADAM17 inh = -1
  ADAM10 inh = -1
  LEDGF integ inh = -5
